Source: PubChem
ssDAF12 agonist: activates DAF-12 receptor from parasite S. stercoralis; HEK293 ssDAF-12/GRIP1 lit1-tk-luc reporter, luminescence; % of 3 µM dafachronic acid response; activation, % at 6.8 µM; 1% of 370,000 active;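 active = activation above the mean over all tested compounds plus 3 SD, cut at about 0.9% in these data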;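 note: 0% = DMSO-only wells and 100% = 3 µM delta7-dafachronic acid wells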
hcDAF12 agonist: activators of H. contortus DAF-12 nuclear receptor | HEK293 hcDAF-12 lit1-tk-luc reporter, luminescence; 0% DMSO, 100% Δ7-dafachronic acid | activation, % at 6.8 µM | 1.4% of 370,000 active;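 active = activation above the mean of all tested compounds plus 3 SD, cut at about 5.5% in these data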;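 note: 100% = response to 3 µM Δ7-dafachronic acid high control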
DAX1 inh-1: inhibitors of DAX1 repression of SF-1 activated StAR promoter. HEK293T StAR-luciferase reporter, SF-1/DAX-1 repression relief. inhibition, % at 6.8 µM. 1.1% of 370,000 active. AID 652010;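 active = inhibition above the mean over all tested compounds plus 3 SD, cut at about 3.6% in these data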;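 note: 0% = DAX-1 cells with DMSO and 100% = cells lacking DAX-1 with DMSO; higher inhibition means more luminescence from relief of DAX-1 repression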
sPLA2-III inh: Inhibits HGIII-sPLA2 liposome hydrolysis, primary screen; Q9NZ20; QFRET BODIPY PC-A2 liposome hydrolysis, fluorescence; inhibition, % at 12.2 µM; 0.56% of 370,000 active;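 active = inhibition above mean plus 3 SD of compounds lying within the high and low control bounds, cut at about 19% in these data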;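 note: 0% = median of test compound wells and 100% = no enzyme DMSO wells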
Target sequence (Q9NZ20 whole entry, looked up): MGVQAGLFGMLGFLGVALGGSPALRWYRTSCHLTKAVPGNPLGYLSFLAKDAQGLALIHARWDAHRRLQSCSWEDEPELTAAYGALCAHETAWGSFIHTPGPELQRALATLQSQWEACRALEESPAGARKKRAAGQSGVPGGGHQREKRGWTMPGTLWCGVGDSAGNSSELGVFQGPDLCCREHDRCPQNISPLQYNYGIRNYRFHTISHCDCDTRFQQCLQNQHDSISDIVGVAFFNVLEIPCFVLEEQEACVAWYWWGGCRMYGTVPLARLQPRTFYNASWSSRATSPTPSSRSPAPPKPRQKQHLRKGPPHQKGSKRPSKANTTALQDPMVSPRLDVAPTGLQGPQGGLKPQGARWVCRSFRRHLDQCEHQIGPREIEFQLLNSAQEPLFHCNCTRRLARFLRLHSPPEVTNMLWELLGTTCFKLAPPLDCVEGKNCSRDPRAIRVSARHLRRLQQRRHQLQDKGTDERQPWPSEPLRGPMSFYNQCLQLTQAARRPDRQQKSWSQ
GC-A act: GC-A (human) enzyme activation; P16066; HEK293 GC-A cells, cGMP TR-FRET, EC30 ANP; 0% at EC30 ANP, 100% saturating ANP; activation, % at 10 µM; 0.14% of 370,000 active; AID 1671463; in the data active = activation above about 40%
DAX1 inh-2: NR0B1 (DAX1) inhibition | HEK293 Gal4-DAX1 luciferase reporter, luminescence | P51843 | AID 504766 | 0.99% of 340,000 active | inhibition, % at 6.75 µM;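 active = inhibition above the mean over all tested compounds plus 3 SD, cut at about 4.2% in these data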;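 note: 0% = DAX1-transfected cells with DMSO and 100% = empty-vector control cells with DMSO; inhibition shows as a rise in luminescence from relieved DAX1 repression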
Target sequence (P51843 207-470 limits assumed): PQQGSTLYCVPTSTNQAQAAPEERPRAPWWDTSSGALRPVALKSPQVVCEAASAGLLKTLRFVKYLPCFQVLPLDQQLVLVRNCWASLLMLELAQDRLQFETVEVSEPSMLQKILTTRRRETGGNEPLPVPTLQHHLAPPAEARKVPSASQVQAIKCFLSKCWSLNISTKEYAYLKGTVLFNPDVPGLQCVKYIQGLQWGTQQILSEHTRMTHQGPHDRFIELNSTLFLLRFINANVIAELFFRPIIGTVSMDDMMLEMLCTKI
GAA850 FXN act: activators of GAA850 frataxin (FXN) promoter; 0.56% of 360,000 active; HEK293 lucGAA850 FXN promoter luciferase reporter, 24 h; percent of 10 µM SAHA response; activation, % at 6 µM;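 active = activation above the average of all compounds screened plus 3 SD, cutoff fixed separately per campaign, cut at about 7.5% in these data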;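 note: 0% = DMSO wells and 100% = 10 µM SAHA wells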
ADAM10 inh: inhibitors of human ADAM10. 0.62% of 370,000 active. inhibition, % at 7 µM. AID 720582. recombinant ADAM10, EDANS/DABCYL FRET peptide cleavage, 3 h. O14672;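 active = inhibition above a per-campaign cutoff equal to the mean of compounds falling between control-based bounds plus 3 SD, cut at about 20% in these data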;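 note: 0% = DMSO wells while the 100% control is not disclosed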
hgDAF-12 ag: hgDAF-12 agonism, primary luciferase screen; HEK293 GAL4-hgDAF12 UAS-luciferase reporter, agonist luminescence; normalized to butyrate control; activation, % at 6.8 µM; 1.8% of 370,000 active;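 active = activation above a cutoff set at the mean of all screened compounds plus 3 SD, cut at about 10% in these data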;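 note: 0% = DMSO wells and 100% = sodium butyrate wells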
NPR2 activator: GC-B (human) receptor activation | P20594 | HEK293-GC-B cells, CNP EC30, cGMP TR-FRET; 0% at EC30 CNP, 100% saturating CNP | activation, % at 10 µM | 0.11% of 370,000 active | AID 1920062;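 active = activation at 10 µM reaching about 35% in either raw or pattern-adjusted values, limit read from the data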
SMARCA2 activ: SMARCA2 function activation, primary screen. MG213 cells, MMTV-luciferase reporter, dexamethasone, overnight. activation, % at 9.1 µM. 1% of 370,000 active; in the data active = activation above about 7.8%;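 note: 0% = vehicle wells and 100% = reference activator wells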
* hit, by the source's call.

Nc1nc(CN2CCc3ccccc3C2)nc(Nc2ccccc2)n1 was read as ssDAF12 agonist -1.0, hcDAF12 agonist 1.3, DAX1 inh-1 0.8, sPLA2-III inh -20, GC-A act 1, DAX1 inh-2 2.1, GAA850 FXN act 2.0, ADAM10 inh 1, hgDAF-12 ag 0.2, NPR2 activator 5 and SMARCA2 activ -1.
Cn1c(CNc2ccccc2F)nc2ccccc21 was read as ssDAF12 agonist 0.3, hcDAF12 agonist 4.8, sPLA2-III inh 2, GC-A act -2, ADAM10 inh 1, hgDAF-12 ag 11* and NPR2 activator -6.
`CCOC(=O)C1CCCN(C(=O)CCc2nc3sc4c(c3c(=O)[nH]2)CCCC4)C1` (stereo not given) gave ssDAF12 agonist -1.6, hcDAF12 agonist -0.8, DAX1 inh-1 -1.4, sPLA2-III inh -1, GC-A act 0, DAX1 inh-2 0.3, GAA850 FXN act 1.5, ADAM10 inh -7, hgDAF-12 ag -0.2, NPR2 activator 1 and SMARCA2 activ -3.
For COc1ccc(CCN2CC(C(=O)OCC(=O)N(C)Cc3ccccc3)CC2=O)cc1OC (stereo not given) the results were ssDAF12 agonist -0.9, hcDAF12 agonist -0.5, DAX1 inh-1 0.9, sPLA2-III inh -8, GC-A act -1, DAX1 inh-2 1.1, GAA850 FXN act 1.7, ADAM10 inh -4, hgDAF-12 ag 0.0, NPR2 activator -2 and SMARCA2 activ -4.
For Cc1nnc(SCC(=O)N2CCc3ccccc32)s1 the results were ssDAF12 agonist -1.6, hcDAF12 agonist 2.2, DAX1 inh-1 1.1, sPLA2-III inh 0, GC-A act -4, DAX1 inh-2 0.4, GAA850 FXN act 3.2, ADAM10 inh -4, hgDAF-12 ag 4.7, NPR2 activator 1 and SMARCA2 activ -1.
CCCC(NCC(=O)Nc1cc(S(=O)(=O)N2CCOCC2)ccc1OC)c1ccccc1 (stereo not given) was read as ssDAF12 agonist -1.7, hcDAF12 agonist -2.1, DAX1 inh-1 2.8, sPLA2-III inh -4, GC-A act -4, DAX1 inh-2 -0.4, GAA850 FXN act 1.4, ADAM10 inh 0, hgDAF-12 ag 0.4, NPR2 activator 5 and SMARCA2 activ 4.
`COc1ccccc1CNc1nc2nc(C)c(Cl)c(=O)n2[nH]1` gave ssDAF12 agonist -0.9, hcDAF12 agonist -0.4, DAX1 inh-1 1.2, sPLA2-III inh 2, GC-A act -3, DAX1 inh-2 0.2, GAA850 FXN act -2.7, ADAM10 inh -2, hgDAF-12 ag 1.2, NPR2 activator 3 and SMARCA2 activ -1.
Screening CC(C)(C)C(=O)CSc1nc2ncc(Br)cc2[nH]1 returned ssDAF12 agonist -1.5, hcDAF12 agonist 0.1, DAX1 inh-1 2.4, sPLA2-III inh -10, GC-A act -2, DAX1 inh-2 -0.3, GAA850 FXN act -0.7, ADAM10 inh 9, hgDAF-12 ag -0.4, NPR2 activator 4 and SMARCA2 activ -1.
For Cc1nc(Cc2nnc(SCC(=O)N3CCN(c4ccccc4)CC3)o2)cs1 the results were ssDAF12 agonist -1.1, hcDAF12 agonist -0.4, DAX1 inh-1 -0.8, sPLA2-III inh -3, GC-A act 0, DAX1 inh-2 -0.5, GAA850 FXN act 0.2, ADAM10 inh 2, hgDAF-12 ag 3.7, NPR2 activator 1 and SMARCA2 activ 0.
For CC(C)C[C@@H](CO)N1Cc2nnn(Cc3ccccc3)c2-c2ccccc2S1(=O)=O the results were ssDAF12 agonist -1.6, hcDAF12 agonist -0.6, DAX1 inh-1 -1.1, sPLA2-III inh -2, GC-A act -2, ADAM10 inh -1, hgDAF-12 ag 0.0, NPR2 activator 3 and SMARCA2 activ -4.
Screening CCCCCNc1nc(-c2ccccc2)nc(-n2ccnc2)n1 returned ssDAF12 agonist -1.4, hcDAF12 agonist -0.5, DAX1 inh-1 -0.2, sPLA2-III inh -1, GC-A act 0, DAX1 inh-2 -1.1, GAA850 FXN act 0.5, ADAM10 inh -2, hgDAF-12 ag -0.3, NPR2 activator 4 and SMARCA2 activ -2.
Screening COc1ccc2cc(C(c3nnnn3C3CCCC3)N3CCCCCC3)c3nnnn3c2c1 (stereo not given) returned ssDAF12 agonist -1.2, hcDAF12 agonist -1.9, DAX1 inh-1 -0.6, sPLA2-III inh 3, GC-A act 4, DAX1 inh-2 0.4, GAA850 FXN act 1.9, ADAM10 inh -4, hgDAF-12 ag 0.7, NPR2 activator -5 and SMARCA2 activ -1.
`Cc1ccc(NP(=O)(Nc2ccc(C)cc2)Nc2ccc(C)cc2)cc1` gave ssDAF12 agonist -2.0, hcDAF12 agonist -0.3, DAX1 inh-1 -0.4, sPLA2-III inh 4, GC-A act -7, DAX1 inh-2 -1.2, GAA850 FXN act 0.4, ADAM10 inh -1, hgDAF-12 ag -2.9, NPR2 activator 2 and SMARCA2 activ -5.
`Cc1ccc(-n2c(C)cc(C(=O)CN3CCOCC3)c2C)cc1` gave ssDAF12 agonist -0.9, hcDAF12 agonist 0.0, DAX1 inh-1 2.2, sPLA2-III inh -2, GC-A act 1, DAX1 inh-2 0.1, GAA850 FXN act 2.9, ADAM10 inh 4, hgDAF-12 ag 8.8, NPR2 activator 1 and SMARCA2 activ 7.
`CCOC(=O)C1CCN(C(=O)c2ccccc2CCc2ccccc2)CC1` gave ssDAF12 agonist -1.5, hcDAF12 agonist -1.5, DAX1 inh-1 -0.4, sPLA2-III inh 8, GC-A act -1, DAX1 inh-2 -2.6, GAA850 FXN act -0.5, ADAM10 inh -7, hgDAF-12 ag -0.1, NPR2 activator -1 and SMARCA2 activ -2.
For O=C(CCC(=O)Nc1ccccc1)NNS(=O)(=O)c1ccccc1[N+](=O)[O-] the results were ssDAF12 agonist -0.6, hcDAF12 agonist -1.3, DAX1 inh-1 -0.5, sPLA2-III inh 2, GC-A act 1, DAX1 inh-2 -0.3, GAA850 FXN act 1.3, ADAM10 inh 1, hgDAF-12 ag 1.5, NPR2 activator 4 and SMARCA2 activ 1.
`Cc1ccc(NC(=O)CSc2nc(O)cc(=O)n2C)cc1` gave ssDAF12 agonist -0.5, hcDAF12 agonist 1.1, DAX1 inh-1 -0.3, sPLA2-III inh -2, GC-A act 1, DAX1 inh-2 1.2, GAA850 FXN act -0.1, ADAM10 inh 0, hgDAF-12 ag 0.3, NPR2 activator 4 and SMARCA2 activ -4.
For CCOc1ccc(OCc2ccc(C(=O)N3CCCC(C)C3)cc2)cc1 (stereo not given) the results were ssDAF12 agonist -1.3, hcDAF12 agonist -1.2, DAX1 inh-1 -0.4, sPLA2-III inh -7, GC-A act 2, DAX1 inh-2 0.4, GAA850 FXN act 2.7, ADAM10 inh 2, hgDAF-12 ag 8.8, NPR2 activator 2 and SMARCA2 activ 0.
Screening O=C(CSC1=NC(=O)C(Cc2ccccc2)C(=O)N1)Nc1ncccn1 (stereo not given) returned ssDAF12 agonist -1.6, hcDAF12 agonist -1.2, DAX1 inh-1 -0.4, sPLA2-III inh 2, GC-A act -1, ADAM10 inh -20, hgDAF-12 ag 0.9, NPR2 activator -2 and SMARCA2 activ 2.
Cc1cc(/C=C2/NC(=O)NC2=O)c(C)n1-c1ccc(N2CCOCC2)cc1 was read as ssDAF12 agonist -1.2, hcDAF12 agonist -1.0, DAX1 inh-1 0.2, sPLA2-III inh -8, GC-A act -9, DAX1 inh-2 -2.0, GAA850 FXN act 1.9, ADAM10 inh 0, hgDAF-12 ag -0.2, NPR2 activator 2 and SMARCA2 activ -1.
Cn1cnnc1SCC(=O)OCN1C(=O)c2ccccc2C1=O was read as ssDAF12 agonist -1.1, hcDAF12 agonist -1.2, DAX1 inh-1 0.2, sPLA2-III inh 3, GC-A act -1, DAX1 inh-2 -0.3, GAA850 FXN act 0.1, ADAM10 inh -3, hgDAF-12 ag -0.5, NPR2 activator -3 and SMARCA2 activ 0.
Screening COc1ccccc1NC(=O)COC(=O)c1ccc2c(c1)OCCO2 returned ssDAF12 agonist -1.4, hcDAF12 agonist -0.4, DAX1 inh-1 2.2, sPLA2-III inh 5, GC-A act 2, DAX1 inh-2 1.4, GAA850 FXN act 0.5, ADAM10 inh -6, hgDAF-12 ag 2.8, NPR2 activator -3 and SMARCA2 activ 0.
Screening Cc1ccc(CN2CC(C(=O)N3CC(C)CC(C)C3)CC2=O)cc1 (stereo not given) returned ssDAF12 agonist -1.1, hcDAF12 agonist -0.3, DAX1 inh-1 0.2, sPLA2-III inh -1, GC-A act -3, DAX1 inh-2 -0.3, GAA850 FXN act -1.2, ADAM10 inh -2, hgDAF-12 ag -1.4, NPR2 activator -12 and SMARCA2 activ 0.
`O=C(CSc1nnc(C2CC2)n1CC1CCCO1)Nc1ccccc1Cl` (stereo not given) gave ssDAF12 agonist -0.3, hcDAF12 agonist -0.4, DAX1 inh-1 -0.1, sPLA2-III inh 2, GC-A act -3, DAX1 inh-2 0.6, GAA850 FXN act -0.5, ADAM10 inh 5, hgDAF-12 ag 0.3, NPR2 activator 6 and SMARCA2 activ 1.
Screening Cc1n[nH]c(C)c1Cc1ccc(C(=O)O)cc1 returned ssDAF12 agonist -1.8, hcDAF12 agonist -1.1, DAX1 inh-1 0.7, sPLA2-III inh 4, GC-A act 1, DAX1 inh-2 -0.7, GAA850 FXN act -1.2, ADAM10 inh 2, hgDAF-12 ag 1.3, NPR2 activator -7 and SMARCA2 activ 5.
`Cc1nn(-c2ccc(C(=O)OC(C)C)cc2)c(C)c1[N+](=O)[O-]` gave ssDAF12 agonist -1.8, hcDAF12 agonist 0.2, DAX1 inh-1 1.3, sPLA2-III inh 5, GC-A act -4, DAX1 inh-2 0.0, GAA850 FXN act 4.0, ADAM10 inh -10, hgDAF-12 ag -1.6, NPR2 activator -2 and SMARCA2 activ -3.
Screening Cc1nc2ccc(NC(=O)c3ccccc3)cc2s1 returned ssDAF12 agonist -0.7, hcDAF12 agonist 2.1, DAX1 inh-1 2.2, sPLA2-III inh 14, GC-A act 1, DAX1 inh-2 2.9, GAA850 FXN act 3.7, ADAM10 inh -1, hgDAF-12 ag 11*, NPR2 activator -4 and SMARCA2 activ 4.
COc1ccccc1N1CCN(S(=O)(=O)CC23CCC(CC2=O)C3(C)C)CC1 (stereo not given) was read as ssDAF12 agonist -1.4, hcDAF12 agonist 1.7, DAX1 inh-1 0.9, sPLA2-III inh -1, GC-A act 5, DAX1 inh-2 -1.2, GAA850 FXN act 0.1, ADAM10 inh -1, hgDAF-12 ag -2.7, NPR2 activator 2 and SMARCA2 activ 4.
CCc1ccc(Cn2ncc3c(C(=O)O)cc(C)nc32)cc1 was read as ssDAF12 agonist -0.5, hcDAF12 agonist -1.6, DAX1 inh-1 2.0, sPLA2-III inh 5, GC-A act 5, DAX1 inh-2 1.0, GAA850 FXN act 1.4, ADAM10 inh -15, hgDAF-12 ag -2.4, NPR2 activator -5 and SMARCA2 activ 5.
